High-throughput results from PubChem BioAssay.
KCNQ2 block – KCNQ2 channel blockers in CHO-K1 cells – cell-based, FluxOR thallium flux, B-score, primary screen (AID 2156); O88943; 20 min; active compounds read low; B-score at 10 µM; 310,000 compounds, 1.1% hits;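 active = fluorescence ratio B-score at most minus 3 library SDs, with starting brightness B-score within 2 library SDs, cut at about -5.5 in these data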
OX1R antag – antagonists of human orexin 1 receptor (OX1R); OX1R-expressing cells, FRET antagonist read-out; inhibition, % at 6.6 µM; 330,000 compounds, 1.8% hits; AID 485270; in the data active = inhibition mostly above about 38%, no sharp cut-off; inactive = mostly below about 40%;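 note: 0% = agonist challenge alone and 100% = reference antagonist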
Target sequence (O43613 whole entry, looked up): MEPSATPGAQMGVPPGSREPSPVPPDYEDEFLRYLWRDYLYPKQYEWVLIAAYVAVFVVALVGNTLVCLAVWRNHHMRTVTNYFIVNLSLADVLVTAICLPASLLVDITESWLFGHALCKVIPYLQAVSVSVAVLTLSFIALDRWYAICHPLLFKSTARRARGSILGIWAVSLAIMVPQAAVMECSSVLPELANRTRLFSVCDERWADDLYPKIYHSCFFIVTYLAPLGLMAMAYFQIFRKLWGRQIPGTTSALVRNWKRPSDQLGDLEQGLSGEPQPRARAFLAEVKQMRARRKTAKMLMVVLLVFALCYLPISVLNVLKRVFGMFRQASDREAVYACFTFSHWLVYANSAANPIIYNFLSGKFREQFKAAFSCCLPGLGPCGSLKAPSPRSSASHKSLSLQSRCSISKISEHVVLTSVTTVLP
STK33 inh – inhibitors of human STK33 kinase; purified STK33, MBP phosphorylation, ADP-Glo luminescence; inhibition, % at 10 µM; 320,000 compounds, 0.073% hits;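 active = inhibition at or above 25%, using the most active replicate where run in duplicate; inactive = inhibition below 25%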
Target sequence (Q9BYT3 whole entry, looked up): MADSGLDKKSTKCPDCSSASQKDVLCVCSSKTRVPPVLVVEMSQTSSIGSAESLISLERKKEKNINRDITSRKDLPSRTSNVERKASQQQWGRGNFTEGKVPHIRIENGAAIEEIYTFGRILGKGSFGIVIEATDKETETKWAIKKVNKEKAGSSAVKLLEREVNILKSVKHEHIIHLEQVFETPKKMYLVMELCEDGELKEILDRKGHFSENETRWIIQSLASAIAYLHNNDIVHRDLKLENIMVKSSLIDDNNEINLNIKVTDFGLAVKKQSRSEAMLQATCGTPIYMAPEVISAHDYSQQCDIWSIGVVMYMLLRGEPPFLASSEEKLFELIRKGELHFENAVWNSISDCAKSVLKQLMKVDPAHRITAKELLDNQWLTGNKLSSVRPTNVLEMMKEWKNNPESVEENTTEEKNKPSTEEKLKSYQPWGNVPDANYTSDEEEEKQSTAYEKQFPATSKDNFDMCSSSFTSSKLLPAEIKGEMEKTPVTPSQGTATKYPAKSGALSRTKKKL
* marks the source's active call; other numbers are inactive results; i = inactive; nt = not tested or not shown.

Values run as follows: KCNQ2 block | OX1R antag | STK33 inh
> COc1cccc(/C=C/C(=O)Nc2ccc(N3CCOCC3)cc2)c1OC
  i | 27 | -0.1
> CCOc1ccc(NC(=O)CCNS(=O)(=O)c2cccc3nonc23)cc1
  i | 18 | -0.9
> O=C(Nc1ccccc1[N+](=O)[O-])C1=C(O)CCn2c1nc1ccccc12
  i | 23 | -2.4
> Cc1sc2nc(CSc3ccc([N+](=O)[O-])c(C(F)(F)F)c3)[nH]c(=O)c2c1C
  i | 1 | -4.8
> NC1=NC(c2ccccc2)N=C(Nc2ccccc2)N1 (stereo not given)
  i | 7 | 0.7
> CCN(Cc1cc2ccccc2[nH]c1=O)S(=O)(=O)c1ccccc1
  i | 11 | -0.4
> COc1ccccc1-c1ccc2nnc(SC)n2n1
  i | 15 | -1.0
> O=C(Nc1ccc(S(=O)(=O)Nc2nccs2)cc1)c1cc(-c2ccccn2)nc2ccccc12
  i | 24 | -0.3
> COc1ccc(C(=O)NCCC2=CCCCC2)cc1[N+](=O)[O-]
  i | 29 | -0.1
> O/N=C\c1ccc(-c2ccccc2)o1
  i | 19 | 1.2
> CCN1CCN(C(=O)c2cc3cc(F)ccc3[nH]2)CC1
  i | 5 | -1.1
> Cc1ccc(C(=O)OC(C(=O)Nc2ccc(Cl)cc2C(F)(F)F)c2ccccc2)cc1 (stereo not given)
  i | 21 | -0.9
> CCCCNC(=O)C1(c2ccc(OC)cc2)CCOCC1
  i | 6 | -0.3
> CCCCN(CCCC)CCNC(=O)CN1C(=O)CSc2ccc(S(=O)(=O)N3CCOCC3)cc21
  i | 4 | 1.1
> COc1ccccc1N1CCN(S(=O)(=O)c2ccc(-n3cnnn3)cc2)CC1
  i | 11 | 0.0

Additional records follow:
Values run as follows: KCNQ2 block | OX1R antag | STK33 inh
> Clc1cccc(Cl)c1OCCOCCNCc1ccccc1
  i | 8 | -0.3
> O=C(C1=C[C@@H](c2ccccc2)C[C@@H](OCCCCO)O1)N1CCOCC1
  i | 10 | -1.6
> COc1cccc(NC(=O)CN2C(=O)NC(C)(c3ccc(C)cc3)C2=O)c1 (stereo not given)
  i | 29 | -0.8
> CC(C)N(C(=O)c1sc2cc([N+](=O)[O-])ccc2c1Cl)C(C)C
  i | 14 | -1.5
> Cn1c(SCC(=O)OC2CCCCC2)nnc1-c1ccc(S(=O)(=O)N2CCCC2)cc1
  i | 8 | -4.0
> CCS(=O)(=O)c1ccc(-c2csc(-c3ccc(Cl)cc3)n2)c(Cl)c1Cl
  i | 31 | 0.0
> Cc1cc(CNC(=O)Nc2ccc3c(c2)OCO3)nn1C
  i | 20 | 0.2
> CC1CCN(CCCNC(=O)CN2CCN(Cc3ccc(Cl)cc3)C2=O)CC1
  i | 17 | 0.7
> COCCN1C(=O)N[C@@H](CCc2ccccc2)[C@H](C(C)=O)[C@H]1C
  i | 26 | -1.1
> Cc1ccc(-c2csc(Nc3ccccn3)n2)cc1
  i | 12 | -1.2
> COc1ccc(NC(=O)N2Cc3ccccc3CC2C(=O)NC(C)(C)C)cc1 (stereo not given)
  i | 5 | -1.4
> CCOc1ccccc1NS(=O)(=O)c1cc2c3c(c1)CC(=O)N3CCC2
  i | 11 | -0.5
> COc1cc2c(cc1OC)C(C(=O)N1CCOCC1)C(c1cccs1)N(C)C2=O (stereo not given)
  i | 6 | -0.7
> Cc1ccc(N(C(=O)Cc2cccs2)C(C(=O)NC2CCCCC2)c2ccccn2)cc1C (stereo not given)
  -6.2* | 19 | -0.3
> O=C(COc1ccc2c3c(c(=O)oc2c1)CCC3)NCC1CCC(C(=O)O)CC1 (stereo not given)
  i | 14 | -0.5

Ordered by the number under OX1R antag (high to low): some entries from above.
Values run as follows: KCNQ2 block | OX1R antag | STK33 inh
> Cc1ccc(N(C(=O)Cc2cccs2)C(C(=O)NC2CCCCC2)c2ccccn2)cc1C (stereo not given)
  -6.2* | 19 | -0.3
> CC1CCN(CCCNC(=O)CN2CCN(Cc3ccc(Cl)cc3)C2=O)CC1
  i | 17 | 0.7
> CC(C)N(C(=O)c1sc2cc([N+](=O)[O-])ccc2c1Cl)C(C)C
  i | 14 | -1.5
> Cc1ccc(-c2csc(Nc3ccccn3)n2)cc1
  i | 12 | -1.2
> O=C(C1=C[C@@H](c2ccccc2)C[C@@H](OCCCCO)O1)N1CCOCC1
  i | 10 | -1.6
> COc1cc2c(cc1OC)C(C(=O)N1CCOCC1)C(c1cccs1)N(C)C2=O (stereo not given)
  i | 6 | -0.7

(continued)
Values run as follows: KCNQ2 block | OX1R antag | STK33 inh
> COc1ccccc1NC(=O)COC(=O)C1CC1
  i | 5 | -1.4
> COC(=O)C1C(=O)OC(C)(C)C1C(C)C(=O)c1ccccc1 (stereo not given)
  i | 10 | 0.2
> COc1ccc(NS(=O)(=O)c2ccc3c(c2)N(C(C)=O)CCS3)cc1
  i | 14 | 0.4
> CN(CC(=O)Nc1ccc(N2CCOCC2)cc1)C(=O)c1cc(F)c(F)cc1Cl
  i | 10 | 0.6
> Cc1cccc(C(=O)NCCC(=O)Nc2nc(C)c(Cc3ccc4c(c3)OCO4)s2)c1
  i | 18 | -2.1
> COC(=O)C1=C(C)N(C(C)C)C(=O)C1(NC(C)=O)C(F)(F)F (stereo not given)
  i | 9 | 0.6
> CCOc1ccc(NC(=O)c2sccc2-n2cccc2)cc1
  i | 8 | 0.1
> COC(=O)CSc1nc2c(c(-c3ccc(C)o3)c1C#N)CCCC2
  i | 15 | -4.2
> NC(=O)C1CCN(C(=O)c2ccccc2CCc2ccccc2)CC1
  i | nt | -2.0
> O=C(/C=C/c1cccnc1)c1ccc(NC(=O)c2cccc(Br)c2)cc1
  i | -5 | 0.0
> CCOC(CNC(=O)C1CCN(S(=O)(=O)c2ccc3nc4c(c(C(=O)O)c3c2)CCCCC4)CC1)OCC
  i | 19 | -0.7
> Cc1ccc2cc(C#N)c(SCC(=O)N3CCCC3)nc2c1
  i | 27 | -3.7
> Cc1ccc(C(=O)N/C(=C\c2ccco2)C(=O)N2CCCCC2)cc1
  i | 20 | -0.2
> COc1ccc(C2SCC(=O)N2c2ccc(OC)cc2)cc1 (stereo not given)
  i | 9 | 0.0
> COc1ccc(NC(C)C(=O)Nc2cccc(S(=O)(=O)N3CCOCC3)c2)cc1OC (stereo not given)
  nt | 6 | 0.4

(list continues)
Values run as follows: KCNQ2 block | OX1R antag | STK33 inh
> C=CCN1C(=O)c2cccc3c(Br)ccc(c23)C1=O
  i | 23 | -0.2
> CNc1nnc(-c2ccc(N(C)C)cc2)s1
  nt | 12 | 0.8
> COc1cc(-c2nc3ccc(C)cn3c2NCc2ccccc2)ccc1-c1cccc(Cl)c1
  nt | 16 | 0.5
> CN1/C(=C\C(=O)COC(=O)c2ccc(O)cc2)C(C)(C)c2ccccc21
  -6.2* | 29 | 0.1
> Cc1ccc(S(=O)(=O)N2CCN(S(=O)(=O)N3CCC(C)CC3)CC2)c(C)c1
  i | 18 | 1.1
> COc1cc(C2CC(=O)Nc3c2c(=O)nc2c(C)cccn32)cc(OC)c1OC (stereo not given)
  i | 16 | -1.9
> Cc1ccc(C(c2nnnn2Cc2cccs2)N2CCN(Cc3ccc4c(c3)OCO4)CC2)cc1 (stereo not given)
  i | 9 | -0.2
> O=C(CSc1nnc(NC(=O)C2CC2)s1)Nc1ccc2c(c1)OCCO2
  i | 9 | -0.9
> COc1cccc(OCc2cc(C(=O)N3CCN(C(=O)c4ccco4)CC3)no2)c1
  i | 1 | 0.1
> CCOC(=O)CSc1nnc(NC(=O)CCc2ccccc2)s1
  i | 3 | 0.2
> COc1cccc2[nH]c3c(N4CCC(C(N)=O)CC4)ncnc3c12
  i | 10 | 0.0
> O=C(Nc1nnc(C2CCCCC2)s1)C1CC(=O)N(c2ccccc2)C1 (stereo not given)
  i | 14 | -1.4
> COc1ccc(NC(=O)/C=C/c2ccccc2)cn1
  i | 20 | -0.6
> Cn1c(C(=O)N2CCc3ccccc3C2)cc2c(=O)n3ccccc3nc21
  i | 9 | 0.2
> CC1(C(=O)N(CC(=O)NC2CCCC2)C2CCCC2)CC(=O)N=C2C=CC=CN21 (stereo not given)
  i | 10 | 0.0

Grouped by structure, those above containing a nitro group on carbon (four)
Values run as follows: KCNQ2 block | OX1R antag | STK33 inh
> O=C(Nc1ccccc1[N+](=O)[O-])C1=C(O)CCn2c1nc1ccccc12
  i | 23 | -2.4
> Cc1sc2nc(CSc3ccc([N+](=O)[O-])c(C(F)(F)F)c3)[nH]c(=O)c2c1C
  i | 1 | -4.8
> COc1ccc(C(=O)NCCC2=CCCCC2)cc1[N+](=O)[O-]
  i | 29 | -0.1
> CC(C)N(C(=O)c1sc2cc([N+](=O)[O-])ccc2c1Cl)C(C)C
  i | 14 | -1.5

Next part
Values run as follows: KCNQ2 block | OX1R antag | STK33 inh
> CC(OC(=O)c1nc(Cl)ccc1Cl)C(=O)Nc1ccccc1F (stereo not given)
  i | 15 | 0.1
> CCCCn1c(N)c(N(CCC(C)C)C(=O)c2ccc([N+](=O)[O-])o2)c(=O)[nH]c1=O
  i | 45 | -0.6
> S=C(Nc1ccc(Cl)cc1)NC1CC2CCCC(C1)N2C1CC1 (stereo not given)
  i | 5 | -0.8
> O=C(O)C1Oc2cc3ccccc3cc2O1
  i | 7 | 0.5
> O=[N+]([O-])c1ccc(S(=O)(=O)N2CCN(C3CCN(Cc4ccccc4)CC3)CC2)cc1
  i | 63* | -1.9
> Cc1cccc(NC(=O)C(=O)C2C(=O)Nc3ccccc32)c1 (stereo not given)
  i | -1 | -0.9
> COc1ccc(C)cc1NS(=O)(=O)c1ccc(-c2cnc(C3CC3)o2)cc1
  i | 33 | nt
> CSc1nc2nc(C)cc(-c3ccccc3)n2n1
  i | 14 | 1.3
> O=C(NCc1ccccc1CN1CCCC1)c1cccc(S(=O)(=O)Nc2ccc(F)cc2)c1
  nt | 2 | -1.1
> O=[N+]([O-])c1ccc2nc(-c3ccc(Cl)cc3)[nH]c2c1
  i | 25 | -0.7
> N#CCSc1nnc(C2CCCCC2)n1-c1ccccc1
  i | 4 | -2.6
> COc1ccc(OC)c(CN2CCC(CO)(CCOc3ccccc3)CC2)c1
  i | 18 | -0.7
> Cc1cc(C)cc(C(=O)NC(CC(N)=O)c2ccc(NCCN3CCOCC3)c([N+](=O)[O-])c2)c1 (stereo not given)
  i | 11 | 0.0
> COC(=O)/C=C/C(=O)N1CCN(c2cccc(Cl)c2)CC1
  i | 30 | -2.7
> Cc1ccc(NC(=O)NC(=O)CN2C(=O)NC3(CCCCCCC3)C2=O)c(C)c1
  i | 4 | -0.7

(continued)
Values run as follows: KCNQ2 block | OX1R antag | STK33 inh
> CCn1c(CNc2ccc(Cl)cc2)nnc1SCC(=O)NCc1ccccc1
  i | 17 | -1.0
> CSc1nc2ccc(NC(=O)c3ccccn3)cc2s1
  i | 28 | -0.5
> Cc1noc(C)c1C(=O)N1CCN(c2cccc(Cl)c2)CC1
  i | 9 | -1.5
> Cc1cccn2c(CNCC3(c4ccccc4)CCCC3)c(C(=O)N3CCOCC3)nc12
  i | 49 | 0.0
> CSc1ncccc1C(=O)OC(C)C(=O)Nc1cccc(S(=O)(=O)N2CCOCC2)c1 (stereo not given)
  nt | 7 | 0.7
> CC(CN1CCCC1)OC(=O)c1ccc(Cl)cc1 (stereo not given)
  i | -3 | -1.1
> NC(=O)c1c(NC(=O)CN2C(=O)CCC2=O)sc2c1CCCCC2
  i | 7 | 0.4
> CCOc1ccccc1OCCCC(=O)N(C)CC(=O)Nc1cc(C)ccc1C
  i | 6 | -2.5
> COc1cccc(NC(=O)c2cc(OC)c(OC)c(OC)c2Br)c1
  i | 16 | -0.1
> CCCN1CN(c2ccccc2)C(=S)N(c2ccccc2)C1
  i | 3 | -0.2
> CC(C)C(OC(=O)c1nsc(Cl)c1Cl)C(=O)NC(C)(C)C (stereo not given)
  i | 0 | -0.9
> COc1cc(C2N(C)CCC3(OCCO3)C2(C)C)cc(OC)c1OC (stereo not given)
  i | 12 | -2.1
> N#Cc1nc(COc2ccc(Br)cc2)oc1NCCN1CCOCC1
  i | 13 | 14
> CCN(CC1COc2ccccc2O1)C(=S)Nc1ccccc1 (stereo not given)
  i | 8 | -2.1
> CCC(C(=O)Nc1ccon1)c1ccccc1 (stereo not given)
  i | 9 | 1.1

Remaining list, next part:
Values run as follows: KCNQ2 block | OX1R antag | STK33 inh
> CCCCn1c(N)c(N(CCOC)C(=O)Cn2c(=O)cnc3ccccc32)c(=O)[nH]c1=O
  nt | -1 | -1.0
> COc1ccc(NC(=O)CNC(=O)Cn2c(C)cc3ccccc3c2=O)cc1OC
  i | 22 | 0.2
> CCCCNC(=O)CN1C(=O)NC2(CCCc3ccccc32)C1=O (stereo not given)
  i | 9 | -2.1
> CC1CCC(NC(=O)C2CCN(C(=O)Nc3ccccc3)CC2)CC1 (stereo not given)
  nt | 11 | -0.1
> Cc1ccccc1NC(=O)N1CCN(c2ncccn2)CC1
  i | 5 | 4.5
> Cn1c(Cn2nnc3ccccc32)nnc1SCC(=O)c1ccc(F)cc1
  i | 10 | -1.1
> COc1c(Cl)cnn(-c2ccc(Cl)c(Cl)c2)c1=O
  i | 19 | -0.3
> COC(=O)c1nc2ccc(C)cn2c1F
  i | 13 | -1.3
> Cc1ccccc1-c1noc(N)c1C#N
  i | 4 | 2.4
> Cc1cccc(N2CCN(c3ccc(NC(=O)/C=C\C(=O)O)cc3)CC2)c1
  i | 9 | 0.4
> CN1CCc2c(sc(NC(=O)Cc3ccccc3)c2C(N)=O)C1
  i | 11 | 0.1
> Cc1noc(C)c1C(=O)NCCc1c(C)[nH]c2ccccc12
  i | 12 | -0.7
> Oc1c(C(c2cccc(F)c2)N2CCN(Cc3ccccc3)CC2)sc2ncnn12 (stereo not given)
  i | 8 | -1.2
> CC(C)(C)NC(=O)CSc1nc2ccc(NC(=O)CSc3nnnn3Cc3ccccc3)cc2s1
  i | 66 | -1.0
> CCC(=O)Nc1c(-c2ccc(Cl)cc2)c(=O)c2ccccc2n1C
  i | nt | -0.7

No enrichment for hits. About 2.7% of those tested had a hit in this group.
